# TRHR enhancer: TRH receptor (human) allosteric enhancement; TRHR cells, fluo-8 calcium fluorescence, EC20 TRH enhancement; enhancement, % at 2 µM; 0.66% of 360,000 active; in the data active means enhancement above about 30%; further: 0% is about no effect
#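 TRHR-expressing cells loaded with fluo-8 calcium dye were read kinetically (ex 480/em 530) during compound addition, then stimulated with an EC20 of TRH (10 nM final). Enhancement of the Gq-mediated intracellular calcium response was scored.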
# D2 antagonist: antagonizes the human D2 dopamine receptor; HEK293 TREx D2 cells, calcium flux, dopamine EC80; AID 485344; inhibition, % at 10 µM; 2% of 340,000 active; P14416; in the data active means inhibition above about 30%; further: 0% is about no effect
# Target sequence (P14416 whole entry, looked up): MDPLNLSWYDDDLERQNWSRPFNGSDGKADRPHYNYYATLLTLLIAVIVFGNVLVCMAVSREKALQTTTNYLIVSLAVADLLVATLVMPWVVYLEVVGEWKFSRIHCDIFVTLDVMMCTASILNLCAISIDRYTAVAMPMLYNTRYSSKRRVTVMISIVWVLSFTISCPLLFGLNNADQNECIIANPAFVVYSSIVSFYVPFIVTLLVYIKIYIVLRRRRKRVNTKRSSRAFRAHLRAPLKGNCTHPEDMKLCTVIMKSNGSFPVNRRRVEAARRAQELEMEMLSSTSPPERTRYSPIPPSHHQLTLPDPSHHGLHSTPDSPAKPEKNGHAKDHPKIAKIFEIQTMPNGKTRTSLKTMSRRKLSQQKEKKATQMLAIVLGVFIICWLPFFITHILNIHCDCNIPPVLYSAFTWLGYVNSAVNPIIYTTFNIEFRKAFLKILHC
#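 Calcium mobilization kinetics were recorded at 1 s intervals in tetracycline-induced HEK293 T-REx D2 cells, first for 180 s after compound addition and then 180 s after EC80 dopamine.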
# D1 antag: human D1 dopamine receptor antagonism | HEK293 TREx D1 cells, calcium flux, dopamine EC80; active compounds read low | activity change, negative = inhibition, % at 10 µM | 3.2% of 360,000 active; in the data active means activity change below about -30%; further: on the % scale 0 is the no-effect control and ±100 the full control effect
# Target sequence (P21728 whole entry, looked up): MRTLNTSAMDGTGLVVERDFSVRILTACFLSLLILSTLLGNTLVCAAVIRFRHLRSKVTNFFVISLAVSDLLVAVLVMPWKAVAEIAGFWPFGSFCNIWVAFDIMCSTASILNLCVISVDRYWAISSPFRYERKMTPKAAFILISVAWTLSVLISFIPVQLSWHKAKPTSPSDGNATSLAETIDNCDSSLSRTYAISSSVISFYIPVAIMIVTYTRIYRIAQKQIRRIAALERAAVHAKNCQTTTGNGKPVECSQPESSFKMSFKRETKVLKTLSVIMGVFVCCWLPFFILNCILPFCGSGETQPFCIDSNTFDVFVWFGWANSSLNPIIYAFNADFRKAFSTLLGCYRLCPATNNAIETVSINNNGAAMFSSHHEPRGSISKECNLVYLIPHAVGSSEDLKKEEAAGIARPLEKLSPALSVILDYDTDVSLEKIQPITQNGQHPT
#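 Tetracycline-induced HEK293 T-REx cells with force-coupled D1 receptor were loaded with a no-wash calcium dye. Compound was added after a 10 s baseline and read kinetically for 180 s; EC80 dopamine was then added and calcium flux followed another 180 s.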
# RXFP1 antag: RXFP1 (human) relaxin receptor antagonism; Q9HBX9; HEK293-RXFP1, relaxin-stimulated cAMP HTRF, 30 min; active compounds read low; activity change, negative = inhibition, % at 57.5 µM; 0.59% of 350,000 active; AID 1259400;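 active means activity change of -60% or lower, but not beyond a set lower limit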; further: on the % scale 0 is the no-effect control and ±100 the full control effect
# TRHR agonist: activates the human TRH receptor | TRHR cells, calcium flux fluo-8, FDSS agonist mode | activation, % at 2 µM | 0.18% of 360,000 active | AID 493084; further: 0% is about no effect
#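 TRHR-expressing cells loaded with fluo-8 calcium dye; 23 nL library compound pin-transferred, kinetic FDSS fluorescence (Ex 480/Em 530) recorded about 180 s for agonist-induced calcium release, before a 10 nM TRH EC20 addition for potentiator mode.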
# D2 PAM: positively modulates the human D2 dopamine receptor allosterically; P14416; HEK293 T-REx D2, calcium flux, EC20 dopamine potentiation; potentiation, % at 10 µM; 0.34% of 340,000 active;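 active means potentiation over 3 SD above the plate norm, cut at about 30% in these data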; further: 0% is about no effect
#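 Primary screen. Calcium kinetics in induced HEK293 T-REx D2 cells: compound pre-addition 180 s, EC20 dopamine, 180 s more.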
# D1 potentiator: enhances dopamine response at the human D1 receptor | HEK293 TREx D1 cells, calcium flux, dopamine EC20 potentiation | potentiation, % at 10 µM | 0.036% of 360,000 active | AID 504651; in the data active means potentiation above about 30%; further: 0% is about no effect
# D1 agonist: activates the human D1 dopamine receptor; P21728; HEK293 T-REx D1 cells, calcium flux, agonist mode; activation, % at 2 µM; 1% of 360,000 active; AID 504660; further: 0% is about no effect
#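 Agonism was scored from calcium flux recorded over 180 s (1 read/s) after pintool compound addition, following a 10-cycle baseline. Cells were inducible force-coupled HEK293 TREx D1, plated overnight at 30 C and loaded with no-wash calcium dye.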
# D2 ag: D2 dopamine receptor (human) agonism | P14416 | HEK293 T-REx D2 cells, calcium flux agonist mode | activation, % at 2 µM | 0.53% of 340,000 active | AID 485358;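 active means activation over 3 SD above normal in the single-dose calcium agonist read, cut at about 30% in these data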; further: 0% is about no effect
#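 Agonism scored from kinetic calcium signal (1 read/sec, 180 s) following compound pin transfer, after a 10 s baseline. Cells: HEK293 Trex line expressing inducible D2 receptor coupled to calcium, dye-loaded after overnight culture at 30 C.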
# The depositor's hits bear a star; . = not tested or not shown. Unless noted, no stated cut-off is given here; in the data, active means activation above about 30%; inactive means the rest. Compounds were not picked by outcome (roughly 7.1% active in at least one column).
SMILES,TRHR enhancer,D2 antagonist,D1 antag,RXFP1 antag,TRHR agonist,D2 PAM,D1 potentiator,D1 agonist,D2 ag
Cc1c(C2Nc3ccccc3C(=O)N2O)cnn1C (stereo not drawn),-1,11,-7,-16,0.4,7,10,2,0.3
CNC(=O)Nc1ccccc1C(=O)Nc1ccccc1,1,-8,-4,13,0.3,8,4,1,-0.6
Cc1ccc(S(=O)(=O)CC(=O)Nc2ncc([N+](=O)[O-])s2)cc1,7,-15,-4,3,-2.0,4,-8,3,-2.6
O=[N+]([O-])c1cccc(-c2cc3ccccc3[nH]2)c1,-9,4,-1,0,-0.1,-2,-4,4,0.9
CC(=O)N1c2ccc(F)c(F)c2C[C@H]1C,4,2,.,.,0.5,15,2,3,0.3
COc1ccccc1-n1c(-c2ccc(Cl)cc2)c[nH]c1=S,9,7,-16,-32,0.6,-3,-2,0,1.0
CC(=O)Nc1ccc(NC(=O)C(Cc2ccccc2)NC(=O)C2CCC(C)CC2)cc1 (stereo not drawn),-3,1,7,-1,-0.4,-3,-3,6,0.3
O=C(Nc1ccccc1)C1=C[C@@H](C2CC2)C[C@@H](OCc2ccc(CO)cc2)O1,-3,-3,-8,.,-0.1,-6,0,-5,0.1
Cc1nn2c(C)c(C(=O)NC(C)c3ccccc3)cnc2c1-c1ccc(F)cc1 (stereo not drawn),0,.,7,-23,-0.2,11,-5,2,0.9
C/C(=N\NC(=O)c1csc2ccccc12)c1ccc(O)cc1,-8,27,-4,-5,-1.0,3,-9,1,0.0
c1ccc2nc3[nH]cnc3nc2c1,-3,.,-1,5,0.7,.,1,1,.
CCOC(=O)N1CCN(C(=O)COC(=O)CSc2cc(C)c(Br)cc2C)CC1,5,2,-10,-1,-0.2,-3,-8,8,-1.2
COc1ccc(Cl)cc1NC(=O)CSc1sc2c(O)cc(=O)[nH]c2c1C#N,6,-2,3,-1,0.3,-6,12,3,0.9
Cc1ccccc1Cn1nc(C)c(NC(=O)/C=C/c2cnn(C)c2C)c1C,1,1,-18,15,0.0,-2,-4,-1,-0.3
CCCCC(=O)Nc1nn(C)c2nc3c(C)cccc3cc12,-3,5,5,-3,-1.1,17,4,0,-0.1

# The closing six records of the section above open the next one:
SMILES,TRHR enhancer,D2 antagonist,D1 antag,RXFP1 antag,TRHR agonist,D2 PAM,D1 potentiator,D1 agonist,D2 ag
C/C(=N\NC(=O)c1csc2ccccc12)c1ccc(O)cc1,-8,27,-4,-5,-1.0,3,-9,1,0.0
c1ccc2nc3[nH]cnc3nc2c1,-3,.,-1,5,0.7,.,1,1,.
CCOC(=O)N1CCN(C(=O)COC(=O)CSc2cc(C)c(Br)cc2C)CC1,5,2,-10,-1,-0.2,-3,-8,8,-1.2
COc1ccc(Cl)cc1NC(=O)CSc1sc2c(O)cc(=O)[nH]c2c1C#N,6,-2,3,-1,0.3,-6,12,3,0.9
Cc1ccccc1Cn1nc(C)c(NC(=O)/C=C/c2cnn(C)c2C)c1C,1,1,-18,15,0.0,-2,-4,-1,-0.3
CCCCC(=O)Nc1nn(C)c2nc3c(C)cccc3cc12,-3,5,5,-3,-1.1,17,4,0,-0.1
COc1ccc(OCc2cccc(C(=O)Nn3cc([N+](=O)[O-])cn3)c2)cc1,-7,.,9,3,-0.5,-8,-3,-3,.
C(=N\c1nccs1)/c1c[nH]c2ccccc12,-7,.,9,-12,0.3,.,-7,1,.
CC(C)(C)c1[nH]nc2c1C(c1cccnc1)C(C#N)=C(N)O2 (stereo not drawn),-1,2,9,-20,-0.1,0,-3,3,0.4
Cc1cc(Cl)ccc1C(=O)C1CCCN(C(=O)c2cnsn2)C1 (stereo not drawn),6,-5,-9,-4,-1.6,-4,-5,-1,-0.1
CCOc1ccc(N2C(=O)/C(=C\c3ccc(O)c(OC)c3)S(=O)(=O)C2c2cccc([N+](=O)[O-])c2)cc1 (stereo not drawn),7,.,6,-3,0.1,.,0,1,.
CC(=O)Nc1cc(C(N)=O)c(Cl)cc1Cl,-3,-6,-31*,2,0.5,-6,-9,2,-2.3
COC(=O)C1C(=O)c2c([nH]c(C(=O)OC3CCCC3C)c2C)CC1C (stereo not drawn),4,-8,27,-63*,0.0,5,-7,-2,0.0
COC(=O)c1sccc1NC(=O)c1cc(-c2ccc(C)cc2C)nc2ccccc12,1,0,12,-5,-0.1,3,-5,4,-0.1
COc1ccccc1NC(=O)NCC(c1ccco1)N1CCCCC1 (stereo not drawn),-3,39*,-41*,4,0.2,-15,-4,5,0.1
CCOC(=O)c1cnc2c(C)c(C)ccc2c1Nc1ccc(S(=O)(=O)Nc2ncccn2)cc1,5,4,0,7,-2.3,13,-3,3,-1.0
CCOc1ccc(S(=O)(=O)N2CCC(C(=O)N3CCc4ccccc4C3)CC2)cc1,12,-10,-16,-5,-1.0,10,2,2,-0.7
O=C(CN1C(=O)NC2(CCCCC2)C1=O)N1CCN(S(=O)(=O)c2ccccc2)CC1,-4,8,-20,10,-0.9,2,2,1,2.4
CCOc1ccc(CN(C)CC(=O)NNC(=O)c2ccc(Cl)cc2)cc1OC,-2,12,1,-6,-1.3,1,0,2,-0.5
COc1ccc(S(=O)(=O)N2CCN(C(=O)COc3ccc(C)c(C)c3)CC2)cc1OC,-26,6,-7,-14,-0.5,6,-1,3,0.4
Cn1c(=O)c2c(nc(SCc3cc4c(cc3Cl)OCO4)n2C)n(C)c1=O,-3,4,4,.,0.0,2,7,1,1.5
CCOCCOC(=O)C1=C(C)N(C)C(=O)NC1c1ccccc1Cl (stereo not drawn),19,16,-8,2,-1.7,7,-3,3,-0.2
CCC(C)N(C(=O)Cn1nnc2ccccc21)C(C(=O)NCc1ccco1)c1cccc(OC)c1 (stereo not drawn),-16,10,9,4,0.0,-1,-1,-1,0.3
O=C(Nc1ccc(Cl)cc1)/C(=C1\CCCN1)[N+](=O)[O-],-5,7,7,-5,0.5,3,2,7,0.1
CCCn1nnc(NC(=O)c2cc3ccccc3o2)n1,6,-2,6,13,0.4,4,9,4,-1.0
CCC1CCCN1Cn1cnc2c([nH]c3ccc(OC)cc32)c1=O (stereo not drawn),0,-15,-5,0,-1.3,35*,-1,-2,-1.0
Clc1ccc(-c2nnc3n2CCCS3)cc1,34*,-1,23,0,-0.5,-11,-1,1,0.2
COc1ccc(C(=O)Nc2ccncc2)c(OC)c1,4,-2,8,-21,-0.5,-6,-8,3,-0.1
Cc1cccc(C)c1NC(=O)NN(C(=O)c1ccccc1)C(C)(C)C,1,11,-1,.,0.8,0,-5,5,0.1
COC(=O)Cc1ccc2oc(-c3cccnc3)nc2c1,-5,-3,-15,-4,0.4,-4,-2,5,1.3
O=C(CCn1nc(-c2ccccc2)c2ccccc2c1=O)Nc1ccccc1,7,.,0,-11,-0.8,-8,-6,4,-1.0
C=CCn1c(SCC#N)nc2c(c1=O)C(C)(C)Cc1ccccc1-2,-2,0,0,-4,0.7,4,12,-1,0.9
COc1cccc(Cn2c(=O)n(CCc3ccccc3)c(=O)c3c2c2cc(OC)ccc2n3C)c1,-4,.,-7,.,0.2,-3,-2,0,0.2
CC1(c2ccc3c(c2)OCCCO3)NC(=O)N(CC(=O)Nc2cccc(C#N)c2)C1=O (stereo not drawn),6,0,10,-4,1.8,3,-5,4,-1.5
COC(=O)N1C(=O)[C@@](Cc2ccccc2)(c2ccccc2)N1C(=O)OC,-5,-23,1,.,-0.4,9,-2,5,-1.0
CN(C)CCCn1c(N)c(S(=O)(=O)c2ccccc2)c2nc3ccccc3nc21,0,2,-7,-10,0.9,2,-4,3,1.4

# As entered above:
# CCCn1nnc(NC(=O)c2cc3ccccc3o2)n1 in TRHR enhancer shows 6
# COc1ccccc1NC(=O)NCC(c1ccco1)N1CCCCC1 (stereo not drawn) in D2 ag shows 0.1

# Continued:
SMILES,TRHR enhancer,D2 antagonist,D1 antag,RXFP1 antag,TRHR agonist,D2 PAM,D1 potentiator,D1 agonist,D2 ag
O=C(Nc1nc(-c2ccccc2)cs1)C1c2ccccc2Oc2ccccc21,-1,-17,-5,-19,-0.1,2,0,10,0.6
COc1ccc(N2CCN(C(CNC(=O)C(=O)NCc3ccc(F)cc3)c3cccnc3)CC2)cc1 (stereo not drawn),3,.,-10,-16,0.6,8,-4,13,0.4
O=C(NNC1CC(=O)N(c2ccc(Cl)cc2)C1=O)c1ccccn1 (stereo not drawn),2,-2,7,0,-0.5,4,-2,4,-0.2
Cc1ccccc1C(=O)N1CCC(N2CCN(Cc3ccc(F)cc3)C(=O)C2=O)CC1,-3,.,1,-14,0.5,3,1,3,-1.1
COc1ccccc1C/C(N)=N/OC(=O)c1cccc([N+](=O)[O-])c1,1,4,-8,-7,-0.1,3,-9,7,-0.7
O=C(CSc1ccc(F)cc1)N1CCC(c2nc3ccccc3s2)CC1,12,4,-13,0,-0.6,13,-5,28,0.3
CCC1(CC)C(=O)NN(c2ccccc2)C1=O,-1,9,0,-2,0.3,-4,1,1,0.2
CCC(Cc1ccccc1)NC(=O)CSc1ccsc1[N+](=O)[O-] (stereo not drawn),-7,-4,-14,13,-0.7,3,1,0,-1.1
O=C1CN(C(=O)COC(=O)c2cccc(Br)c2)c2ccccc2N1,-5,-8,12,25,0.0,-3,-5,0,1.2
CC(C)CNC(=O)Nc1cc(C(=O)NCc2ccc(C(C)C)cc2)ccc1N1CCCC1,-5,.,-4,-15,-0.5,-1,0,1,0.8
CCOC(=O)CSc1nc(C(C)C)nc2ccccc12,0,.,-1,2,0.3,13,3,2,-1.2
COC(=O)CCC/C=C1/SCC(NC(=O)c2ccccc2)C1NC(C)=O (stereo not drawn),-1,.,8,6,0.2,10,-5,3,.
COc1ccc2c(c1)c(C(C)=O)c(C)n2CCc1ccccc1,-10,.,-3,-2,-0.9,.,-8,6,.
CCc1nnc(NC(=O)CCC(=O)N2CCN(C3CCCCC3)CC2)s1,2,8,-11,-14,-0.3,-9,-6,3,-1.3
CCOC(=O)N1CCN(C(=O)Cn2ncc3c2-c2ccccc2OC3)CC1,-6,-2,4,10,0.1,13,0,3,0.0
COc1ccc(C(=O)OCC(=O)Nc2ccc(OC(F)F)cc2)c(OC)c1,-1,-4,-22,2,0.8,0,-6,4,0.8
Cc1cccc(CSc2nc3c(sc4ccccc43)c(=O)n2CCC(=O)NC(C)C)c1,12,.,-10,10,-0.5,-2,-1,5,-2.5
COc1cc(/C=C(\NC(C)=O)C(=O)O)cc(OC)c1OC,-3,9,-9,5,0.9,-6,-6,2,0.3
CCOc1ccccc1NC(=O)Cn1c(=O)ccc2cc(S(=O)(=O)N3CCCC3)ccc21,-6,.,13,.,-0.4,-3,-4,3,.
